From PubChem
Ba/F3 V617F tox = loss of viability in JAK2V617F-driven Ba/F3 cells. Ba/F3 EpoR-JAK2V617F viability, ATP luminescence. inhibition, % at 5.6 µM. hit rate 1.1% among 220,000. AID 1446;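 active = inhibition above the campaign mean plus 3 SD over all tested compounds, cut at about 24% in these data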;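 note: cytokine-independent growth of Ba/F3 cells driven by EpoR plus mutant JAK2; 0% = DMSO-treated cells and 100% = JAK inhibitor I control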
NPY1 pot ag = potentiates or activates human NPY-Y1 receptor; hit rate 0.37% among 220,000; activation, % at 3.6 µM; NPY-Y1 expressing cells, potentiator/agonist activation; in the data active = activation above about 33%, passing the limit was not always enough;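 note: cells stimulated with NPY at EC10 then isoproterenol at EC100; 0% = low agonist plus stimulus and 100% = saturating agonist plus stimulus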
S1P4 antag = antagonists of human S1P4 receptor | O95977 | S1P4-expressing cells, antagonist mode, reporter read-out | inhibition, % at 4.98 µM | hit rate 0.26% among 220,000; in the data active = inhibition above about 29%;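 note: 0% = wells stimulated with agonist and 100% = vehicle wells without agonist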
Target sequence (O95977 whole entry, looked up): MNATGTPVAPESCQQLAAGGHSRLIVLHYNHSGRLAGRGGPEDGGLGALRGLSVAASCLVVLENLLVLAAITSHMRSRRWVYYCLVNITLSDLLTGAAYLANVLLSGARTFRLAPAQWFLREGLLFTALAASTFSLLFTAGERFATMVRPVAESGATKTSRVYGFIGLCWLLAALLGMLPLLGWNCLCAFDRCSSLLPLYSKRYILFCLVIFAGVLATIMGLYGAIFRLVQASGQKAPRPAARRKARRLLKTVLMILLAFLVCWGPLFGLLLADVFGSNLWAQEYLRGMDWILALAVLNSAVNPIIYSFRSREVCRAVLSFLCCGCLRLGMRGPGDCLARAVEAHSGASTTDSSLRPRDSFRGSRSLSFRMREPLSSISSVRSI
p47phox inh = blocks human p47phox regulatory protein of NADPH oxidases; hit rate 0.53% among 220,000; P14598; inhibition, % at 24.7 µM; p47phox/p22phox peptide binding, fluorescence polarization, 2 h;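 active = inhibition above about 30%, limit read from the data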;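 note: 0% = p47phox with labelled peptide and 100% = labelled peptide alone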
Target sequence (P14598 whole entry, looked up): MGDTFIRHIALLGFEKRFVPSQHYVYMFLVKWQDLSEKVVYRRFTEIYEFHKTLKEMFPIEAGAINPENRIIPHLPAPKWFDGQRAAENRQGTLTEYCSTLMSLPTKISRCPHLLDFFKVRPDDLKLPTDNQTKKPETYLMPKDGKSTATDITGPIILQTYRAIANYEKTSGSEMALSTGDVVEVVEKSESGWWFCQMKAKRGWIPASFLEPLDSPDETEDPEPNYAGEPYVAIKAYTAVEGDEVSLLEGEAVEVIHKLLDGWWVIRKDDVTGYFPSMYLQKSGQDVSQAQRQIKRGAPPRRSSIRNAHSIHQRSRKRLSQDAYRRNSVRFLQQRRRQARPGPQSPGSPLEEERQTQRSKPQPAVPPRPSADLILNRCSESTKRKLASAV
S1P4 ag = agonists of human S1P4 receptor; O95977; S1P4-expressing cell line, agonist reporter assay; activation, % at 4.98 µM; hit rate 0.35% among 220,000; AID 1509; in the data active = activation above about 11%;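 note: 0% = DMSO vehicle and 100% = reference agonist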
NPY-Y2 PAM-ag = human NPY-Y2 potentiation or agonism, primary screen; cells expressing NPY-Y2, potentiator/agonist read-out; P49146; hit rate 0.45% among 220,000; activation, % at 3.6 µM; in the data active = activation above about 27%;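 note: cells stimulated with NPY near EC25 plus isoproterenol at EC100; 0% = vehicle plus submaximal agonist and 100% = vehicle plus saturating agonist; some results beyond the cut were filed as inactive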
BaF3 parental = parental Ba/F3 viability inhibition as JAK2V617F counter-screen; CellTiter-Glo ATP luminescence; inhibition, % at 5.6 µM; hit rate 1.1% among 220,000; AID 1486;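 active = inhibition above a per-campaign cutoff, the mean inhibition of all tested compounds plus 3 SD, cut at about 27% in these data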;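 note: 0% = DMSO wells and 100% = JAK Inhibitor I control wells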
CHOP inhibitor = CHOP inhibition in unfolded protein response | inhibition, % at 10 µM | hit rate 3.8% among 220,000 | AID 2732 | CHO-K1 CHOP-promoter luciferase, tunicamycin-induced, 15-18 h;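 active = compounds that reduced the stress-induced luciferase reporter signal by more than about 70% of percent inhibition, limit read from the data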;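 note: 0% = tunicamycin plus vehicle and 100% = wells without tunicamycin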
NPY-Y1 antag = antagonists of human neuropeptide Y receptor Y1. HEK293-CNG Y1 cells, membrane potential fluorescence; NPY at EC95, then isoproterenol. inhibition, % at 3.6 µM. hit rate 1% among 200,000. AID 1040;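 active = inhibition above the campaign mean inhibition of all tested compounds plus 3 SD, cut at about 20% in these data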;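 note: 0% = DMSO wells given NPY plus isoproterenol and 100% = isoproterenol alone without NPY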
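Material: HEK293 Y1/CNG channel cell line | Also added: NPY (25 nM), isoproterenol (1 µM), Ro 20-1724 (25 µM) | Compound: One concentration, 3.6 µM, in 0.4% DMSO | Schedule: 3 h dye uptake, 1 h room-temperature compound, 45 min post-isoproterenol | Signal: Membrane-potential fluorescent dye readout | Read-out: % inhibition of NPY effect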
Starred values were filed as active, the others as inactive; . = not tested or not shown.

SMILES	Ba/F3 V617F tox	NPY1 pot ag	S1P4 antag	p47phox inh	S1P4 ag	NPY-Y2 PAM-ag	BaF3 parental	CHOP inhibitor	NPY-Y1 antag
O=C(/C=C/c1ccccc1)n1cnnc1SC/C=C/c1ccccc1	-3	-10	-22	-41	1.6	-12	5	8	5
CC(C)NC(=O)Cc1ccc(Br)cc1	1	-2	-1	-7	-0.8	10	5	1	0
O=C(NCc1cccs1)c1cc(-c2ccncc2)nc2ccc(Br)cc12	2	-58	6	6	-1.0	-19	4	14	4
O=c1[nH]c(=O)c2ncc(-c3ccc(Cl)cc3)nc2[nH]1	-4	9	17	-128	-0.2	-2	1	30	-7
N#Cc1ccsc1NC(=O)CN1CCN(S(=O)(=O)c2ccccc2C(F)(F)F)CC1	1	4	-8	-28	-0.9	-6	4	19	5
COc1ccc(C(=O)Nc2cccnc2)cc1OC	1	-14	-13	5	1.5	-5	7	-5	3
COc1ccccc1C(=O)N/C(=C\c1ccc2c(c1)OCO2)C(=O)NCCc1nc2ccccc2[nH]1	2	-26	-6	0	6.1	-13	10	20	6
CN(C)c1ccc(C=NC(CO)C(O)c2ccc([N+](=O)[O-])cc2)cc1 (centres undefined)	3	-3	0	-5	-0.5	-14	-6	-13	.
CC(C)(C)N=C1NN=C(c2ccc(Cl)cc2)CS1	-3	1	5	-1	-0.4	-13	0	-1	.
CC(=O)OC(C)C(=O)NS(=O)(=O)c1ccc(C)cc1 (centres undefined)	0	3	-6	10	0.4	-2	8	-18	4
Cc1nc2ccc(NC(=O)c3ccco3)cc2s1	3	3	1	2	-2.2	-15	3	-20	0
O=C(NC1CCCCC1)C(c1ccccn1)N(C(=O)c1csnn1)C1CC1 (centres undefined)	0	2	10	-2	1.1	-9	8	-4	-8
O=C(Nc1nnc(Cc2ccccc2)s1)c1cccnc1	0	-6	-1	-2	0.2	6	3	3	6
CN(Cc1ccccc1)c1nnc(N)s1	-5	3	-10	-23	13*	10	-2	-6	-3
COc1ccc(CCN2CN(S(=O)(=O)c3ccc(C)cc3)c3nc4ccccc4nc32)cc1OC	-2	15	-22	-11	0.3	5	0	24	4
CN(C)/N=C/C=C1\CC/C(=C\c2ccc(Br)cc2)C1=O	0	-1	30*	-66	-1.0	-17	3	-20	-1
O=S(=O)(c1ccc(Cl)s1)N1CCCCC1	-3	2	-12	-8	1.0	-1	5	15	8
COc1ccc2c(c1)CCC1C2=NN(/C(C)=C/C(C)=O)C1c1cccc(F)c1 (centres undefined)	-1	2	2	-23	-0.8	-9	7	-2	1
Cc1cc(CSc2ccccc2)ccc1NC(=O)c1ccc(C)c([N+](=O)[O-])c1	-3	-7	-13	4	0.5	3	-3	9	5
[O-]C1=N/[N+](=C/c2ccc(Cl)cc2)CC1	1	4	-3	-9	0.5	-10	9	7	0
Cc1ccc(S(=O)(=O)N2CCC(=O)N(CCOCc3ccccc3C)CC2)cc1	-4	4	1	0	1.6	-1	4	-2	-1
Cc1ccc(N2C(=O)C(CN(C)C)C2c2ccccc2)cc1 (centres undefined)	-3	16	-12	-22	1.1	1	5	12	0
CC(=O)Nc1ccc(S(=O)(=O)N2CCN(c3cc(C)ccc3C)CC2)cc1	-3	7	6	-6	-1.1	9	5	75*	2
Cc1onc(-c2ccccc2Cl)c1C(=O)N1CCc2ccccc2C1	-2	9	-3	2	0.7	12	5	3	-1
CCn1cc(CNC(=O)c2ccc(Cl)c([N+](=O)[O-])c2)c(C)n1	-2	-5	0	-5	-1.0	3	2	-37	8

Some of these compounds in order of heavy-atom count, low to high:
SMILES	Ba/F3 V617F tox	NPY1 pot ag	S1P4 antag	p47phox inh	S1P4 ag	NPY-Y2 PAM-ag	BaF3 parental	CHOP inhibitor	NPY-Y1 antag
[O-]C1=N/[N+](=C/c2ccc(Cl)cc2)CC1	1	4	-3	-9	0.5	-10	9	7	0
COc1ccc(C(=O)Nc2cccnc2)cc1OC	1	-14	-13	5	1.5	-5	7	-5	3
O=C(/C=C/c1ccccc1)n1cnnc1SC/C=C/c1ccccc1	-3	-10	-22	-41	1.6	-12	5	8	5
O=C(NC1CCCCC1)C(c1ccccn1)N(C(=O)c1csnn1)C1CC1 (centres undefined)	0	2	10	-2	1.1	-9	8	-4	-8

The results go on.
SMILES	Ba/F3 V617F tox	NPY1 pot ag	S1P4 antag	p47phox inh	S1P4 ag	NPY-Y2 PAM-ag	BaF3 parental	CHOP inhibitor	NPY-Y1 antag
Cc1coc(C)c1C(=O)CC1(O)C(=O)N(C)c2ccc(Cl)cc21 (centres undefined)	3	4	-1	-4	-0.6	0	12	8	2
Cc1ccc(-n2ccc(=O)c(C(=O)O)n2)cc1	-1	9	-9	-1	0.4	-16	5	4	2
CCOC(=O)C(CC(=O)O)NCc1ccco1 (centres undefined)	1	-2	14	-13	-0.9	-12	-6	4	.
CCC(Sc1nc2ccccc2o1)C(=O)O (centres undefined)	3	-13	-17	-1	0.4	-38	4	-2	21*
Cc1nn(CC(=O)Nc2ccc3c(c2)nc2n3CCOC2)c(=O)c2ccccc12	0	1	-6	-1	-0.8	-2	5	25	-2
Cc1ccsc1/C=N/Nc1nc(Cl)c(Cl)cc1Cl	-2	-23	3	-24	0.7	-11	5	44	-5
CC(=O)N1CCN(c2nnnn2-c2ccccc2)CC1	-2	3	1	-4	2.0	-1	5	2	1
CC(C)(C)c1ccc(C(=O)NNC(=O)Cc2cccc3ccccc23)cc1	5	-25	-4	-11	-0.6	-13	6	36	-1
COc1ccc(OC)c(/C=N\NC(=O)CSc2nnc(CCCc3ccc(OC)c(C)c3)o2)c1	2	-23	1	-6	1.5	-6	6	64	0
O=C(NCc1ccncc1)C(=O)Nc1nc(C23CC4CC(CC(C4)C2)C3)cs1	-2	-18	-9	-6	1.2	-4	8	55	0
Cn1c(SCC(=O)Nc2ccc(Br)cc2)nc(O)cc1=O	-4	11	-5	-48	0.0	-11	-1	16	.
Cc1ccccc1C(=O)N1CCN(c2nc(N3CCOCC3)nc(N3CCOCC3)n2)CC1	1	-2	5	-6	-1.1	3	1	-8	-2
COc1ccc(Cl)cc1NC(=O)CN(C)CC(=O)Nc1ccc(Br)cc1	5	5	10	-13	-1.3	14	8	25	1
CCSc1nnc(NC(=O)[C@@H](NC(=O)c2ccc(C(C)(C)C)cc2)C(C)C)s1	5	-9	-13	-8	0.6	-4	10	28	10
CCOC(=O)N1CCN(c2nc(C)c3c(n2)CC(C)CC3=O)CC1 (centres undefined)	-7	-11	-3	-2	-2.2	9	0	11	0
COc1ccc(C(O)P(=O)(OCC(C)C)OCC(C)C)c(OC)c1 (centres undefined)	4	-18	-5	-1	1.1	15	4	-9	5
O=C(/C=C/c1cccc(Br)c1)Nc1nn[nH]n1	-3	23	10	-2	-0.5	-7	-6	-1	.
Cn1c(Cl)c(/C=N/OC(=O)C2CC2)c2ccccc21	3	-26	-1	-8	-0.7	-7	4	5	2
COCc1cc(C)nc(OCC(=O)N/N=C/c2ccco2)c1C#N	-1	-4	9	-14	0.4	4	4	22	7
Cc1cc(C)nc(CCNC(=O)c2cc(COc3ccc(F)cc3Cl)on2)n1	-3	5	-13	-16	0.7	-2	4	7	9
COc1ccc(N(CC(=O)Nc2cccc(N(C)S(C)(=O)=O)c2)S(=O)(=O)c2ccc(F)cc2)cc1	3	20	1	-11	1.6	-11	7	-16	.
COc1cccc(C(=O)COc2cccc(NC(=O)c3cccc([N+](=O)[O-])c3)c2)c1	42*	1	-18	-24	2.0	3	10	33	3
Cc1ccc(S(=O)(=O)c2ccc(Cl)cc2)cc1S(=O)(=O)N(C)CC(=O)O	2	-6	-5	4	-0.3	-8	9	11	4
CC(=O)N(c1ccccc1)c1c(F)c(F)c(F)c(F)c1F	-3	-14	9	-3	-1.0	3	3	14	5
Cc1nnc(SCC(=O)N/N=C/c2cn(-c3ccccc3)nc2-c2ccccc2)n1-c1ccccc1	-4	-22	7	-8	-0.9	11	0	65	-6
The listing continues.
SMILES	Ba/F3 V617F tox	NPY1 pot ag	S1P4 antag	p47phox inh	S1P4 ag	NPY-Y2 PAM-ag	BaF3 parental	CHOP inhibitor	NPY-Y1 antag
COCC(C)NCc1cccc([N+](=O)[O-])c1 (centres undefined)	3	-7	-7	-4	0.9	-18	5	28	-3
CC(CNc1ccc([N+](=O)[O-])c2cccnc12)Nc1c([N+](=O)[O-])cc(C(F)(F)F)cc1[N+](=O)[O-] (centres undefined)	4	-13	-8	-2	-1.9	13	3	41	8
COc1cccc(N2CC(O)=C(c3ccccc3)C2=N)c1	4	15	5	-13	-0.4	11	6	-12	-4
CC(=O)c1sc(NC(=O)c2ccccc2F)nc1C	3	3	-14	-8	-4.5	18	10	38	0
C=CCn1c(SCC(=O)c2ccc(CNC(C)=O)o2)nc2scc(C3CC3)c2c1=O	-1	-13	-11	-18	0.7	-5	4	37	5
CCOC(=O)c1sc(NC(=O)Nc2ccc(Cl)cc2)nc1C	-3	0	-8	-92	2.9	10	1	15	0
CCN(CC)c1ccc(CN2CCCCCC2)cc1	-2	-16	-36	-13	5.0	-4	6	13	8
COC(=O)C(C)n1cnc2c(nnn2-c2cccc(Cl)c2)c1=O (centres undefined)	-4	13	-2	-5	-0.2	3	6	18	3
COC(=O)c1cccc(S(=O)(=O)N2CCC(n3nnc4cc(F)ccc43)CC2)c1	3	-31	-13	-43	0.4	-12	0	8	6
Clc1cncc(Cl)c1N/N=C/c1ccncc1	-1	14	-15	-3	0.5	-2	6	49	1
CCC(=O)N/N=C(\C)CC(=O)Nc1ccc2c(c1)OCCO2	2	-10	-13	1	0.1	-1	4	7	-1
Cc1cc(=O)oc2cc(NC(=S)NCc3ccccn3)ccc12	0	21	1	-12	1.2	3	9	9	-10
CC1(C)CC(=O)CC(=O)/C1=N\Nc1c(Cl)cc(Cl)cc1Cl	-2	-18	-11	0	-0.2	-6	0	-4	-4
CC(C)c1ccc(C2CC(c3ccc(Br)cc3)=NN2C(N)=S)cc1 (centres undefined)	-2	-1	7	-3	0.9	2	-2	50	-5
Cc1nnc(NC(=O)CSc2nnc(Cc3cccn3C)n2-c2cccc(C(F)(F)F)c2)s1	0	-8	-6	9	0.3	16	6	4	-1
CCOC(=O)c1cc[nH]c1CC(=O)NC	2	12	-5	-8	1.7	5	0	-2	.
COC(=O)[C@H](C)NC(=O)Nc1ccc(Oc2ccccc2)cc1	0	-6	-21	-8	0.0	2	2	19	1
COc1ccc(C)cc1NC(=O)c1[nH]c(C)c(C(C)=O)c1C	-2	-26	-10	6	1.1	-8	4	16	4
O=C(O)c1ccc(CSc2ncnc3c2cnn3Cc2ccccc2)cc1	-3	9	0	-10	2.1	8	5	6	.
COc1ccc2nc(C)cc(SCC(=O)N/N=C/c3ccc(O)cc3O)c2c1	7	-19	-4	-33	-0.1	-4	15	63	-4
Cc1ccc(C(=O)NNC(=O)CNc2cccc(Cl)c2)cc1	0	5	0	-2	-0.6	-9	4	-3	5
NNC(=O)CNc1cccc(Cl)c1	-7	8	-17	1	1.6	7	2	10	2
O=C(Cn1cncn1)NCc1cccc(C(F)(F)F)c1	-3	2	-18	-6	3.0	12	1	37	6
COc1ccc(-n2cc(C(=O)c3cc(Cl)ccc3O)cc(C#N)c2=O)cc1	9	-4	-5	-22	-1.1	2	11	0	3
CCN(CC)CCCNC(=O)Cn1cnc2ccc(S(=O)(=O)N3CCC(C)CC3)cc2c1=O	5	-13	-21	-5	-0.9	-2	4	5	13
CC(=O)Nc1cccc(OCC(=O)Nc2sccc2C(N)=O)c1	3	-3	3	-12	-0.2	0	-1	-17	.
